# CYP2C19 inh: blockers of cytochrome P450 2C19 activity – biochemical, luminescence, ADME assay, primary screen; CYP2C19 Supersomes, luciferin-H EGE luminescence, 30 min; inhibition, % at 5 µM; 21% of 96,000 active; AID 778, 2007;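 active = CYP2C19 inhibition above a set limit at 5 µM in the primary screen, cut at about 50% in these data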;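 also: plate controls were negative control wells for no effect and 2.5 mM tranylcypromine positive control for full effect; values of inactives mirror those of a sister screen read the other way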
# Target sequence (P33261 whole entry, looked up): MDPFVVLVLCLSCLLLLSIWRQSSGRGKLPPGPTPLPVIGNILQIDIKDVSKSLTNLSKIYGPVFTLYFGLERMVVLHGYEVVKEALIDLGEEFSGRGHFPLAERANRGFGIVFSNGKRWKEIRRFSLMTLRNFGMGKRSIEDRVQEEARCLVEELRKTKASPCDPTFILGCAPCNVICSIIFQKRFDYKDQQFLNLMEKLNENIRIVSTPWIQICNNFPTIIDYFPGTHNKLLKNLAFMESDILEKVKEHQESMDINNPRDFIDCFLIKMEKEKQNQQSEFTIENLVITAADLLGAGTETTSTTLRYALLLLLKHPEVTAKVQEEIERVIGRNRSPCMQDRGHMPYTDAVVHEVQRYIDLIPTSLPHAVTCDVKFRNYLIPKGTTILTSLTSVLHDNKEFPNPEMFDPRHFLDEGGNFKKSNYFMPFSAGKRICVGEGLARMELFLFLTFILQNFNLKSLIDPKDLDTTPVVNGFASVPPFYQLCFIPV
# HUVEC prolif 384: inhibitors of HUVEC proliferation, primary screen, cell-based, 384-well; 1.1% of 86,000 active; CellTiter-Glo luminescence, 72 h; hits give low values; viability, % at 10 µM (by protocol);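 active = viability at or below 30%; inactive = viability above 30%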;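 also: 100% = median luminescence of DMSO-only cell control wells on each plate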
# H69AR inhibit: proliferation blockers of H69AR lung cancer cells, primary screen, cell-based, human, 86K library | AID 598, 2007 | H69AR lung tumor viability, ATP luminescence, 72 h; hits give low values | 6% of 85,000 active | viability, % at 10 µM;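 active = viability at or below 40%; inactive = viability above 40%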;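 also: multidrug resistant small cell line overexpressing MRP-1 efflux transporter; 100% = mean luminescence of untreated control wells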
# CYP2C19 activ: human CYP2C19 activators, primary screen, biochemical, luminescence | AID 1025, 2008 | 96,000 tested, under 10 active | recombinant CYP2C19, luciferin-H EGE luminescence; hits give high values; 0 = fully inhibited enzyme, 1 = untreated enzyme | activation factor at 5 µM;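 active = activation factor of at least 2 at 5 µM in the primary screen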;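 also: 0 = wells with 2.5 mM tranylcypromine and 1 = vehicle-only wells; values of inactives mirror those of a sister screen read the other way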
# ERa SRC1 pot: enhancers of ERα–SRC-1 coactivator binding, primary screen, biochemical, TR-FRET, ERα LBD, low estradiol | Estrogen receptor (Homo sapiens), P03372 | coactivator binding (% of control), % at 25.6 µM | 1.3% of 86,000 active | AID 639, 2007 | TR-FRET ERalpha-LBD/SRC-Cy5 coactivator binding, 2 h; 100 = basal binding, no effect; in the data active = activity above about 200%;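 also: binding measured in presence of low estradiol as agonist stimulus; 0% = peptide alone without receptor and 100% = receptor with peptide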
# Target sequence (P03372 whole entry, looked up, the tested form may be a part): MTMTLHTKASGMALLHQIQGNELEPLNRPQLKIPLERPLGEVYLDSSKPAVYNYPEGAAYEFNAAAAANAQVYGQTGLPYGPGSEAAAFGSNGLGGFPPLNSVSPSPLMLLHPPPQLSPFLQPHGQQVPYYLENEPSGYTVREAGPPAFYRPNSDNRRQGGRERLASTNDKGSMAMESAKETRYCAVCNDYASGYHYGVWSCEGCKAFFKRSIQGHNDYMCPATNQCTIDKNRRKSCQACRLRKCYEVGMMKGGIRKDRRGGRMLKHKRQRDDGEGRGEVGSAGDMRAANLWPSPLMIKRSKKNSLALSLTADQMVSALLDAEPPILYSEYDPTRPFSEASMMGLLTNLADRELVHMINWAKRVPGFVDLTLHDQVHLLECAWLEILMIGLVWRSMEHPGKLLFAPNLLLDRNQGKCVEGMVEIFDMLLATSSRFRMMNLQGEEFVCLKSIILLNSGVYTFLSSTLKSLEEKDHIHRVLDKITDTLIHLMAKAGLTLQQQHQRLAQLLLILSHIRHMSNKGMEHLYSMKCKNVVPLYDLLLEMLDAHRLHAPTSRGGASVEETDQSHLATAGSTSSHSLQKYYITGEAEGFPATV
# CD11b adhes inh: inhibitors of CD11b/CD18 adhesion to fibrinogen, primary screen, K562 cells, luminescence; ATPlite luminescence; Mn2+ added to activate the integrin; Integrin beta-2 (Homo sapiens) + Integrin alpha-M (Homo sapiens), P05107+P11215; inhibition, % at 10 µM; AID 1497, 2009; 0.54% of 93,000 active;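 active = primary inhibition of 50% or more at 10 µM, then 40% or more on retest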; also: some results filed as inactive read as strong as hits
# Fibroblast inh: antiproliferative effect on LL 47 fibroblasts – human, LL 47 cells, CellTiter-Glo luminescence, primary screen; viability, % at 10 µM; 1.1% of 85,000 active; LL 47 human lung fibroblast viability, ATP luminescence; hits give low values;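 active = viability at or below 50% in the single dose screen; inactive = viability above 50%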;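 also: compound exposure lasted 72 h before the ATP readout; 100% = median luminescence of untreated cell-only wells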
#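 Times – overnight cell rest, 72 h compound treatment at 37 °C · Test system – human lung fibroblast line LL 47, low passage · Amount – 1,150 cells in each well · Controls – cell-only wells, no compound · Doses – 0.1% DMSO in all compound wells · Measured by – CellTiter-Glo luminescence · Buffer or medium – IMEM plus 15% FBS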
# Mac1 fbg enh: enhancers of CD11b/CD18 adhesion to fibrinogen, primary screen, K562 cells, luminescence; activation, % at 10 µM; Integrin beta-2 (Homo sapiens) + Integrin alpha-M (Homo sapiens), P05107+P11215; ATPlite luminescence; 0.07% of 93,000 active; AID 1499, 2009;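 active = 10 µM primary screen giving 50% or more activity, confirmed by 40% or more on retest at that dose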; also: strong numbers were not always called active
# ERa coact inh: ERα–SRC-1 coactivator interaction inhibitors, primary screen, biochemical, TR-FRET, ERα LBD, estradiol-bound; 1.7% of 86,000 active; Estrogen receptor (Homo sapiens), P03372; TR-FRET ER-alpha LBD / SRC-1 peptide; inhibition, % at 25.6 µM; AID 629, 2007; in the data active = inhibition above about 50%;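 also: 0% = receptor plus peptide control and 100% = peptide only without receptor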
# Starred values were filed as active, the others as inactive; . = no result given; [ ] = remark or other dose.
Compound	Fibroblast inh	H69AR inhibit	HUVEC prolif 384	ERa coact inh	CD11b adhes inh	ERa SRC1 pot	CYP2C19 inh	CYP2C19 activ	Mac1 fbg enh
CCCc1cc(-n2ccnc2)n2c(nc3ccccc32)c1C#N	81	45	92	66*	-5	105[fluorescence artefact?]	-20	1.2	2
COc1ccc(C(=O)CSc2nnc(-c3cnccn3)n2Cc2ccco2)cc1	110	89	110	19	0	78	40	0.6	-1
CCOC(=O)C(=O)Nc1nnc(C2CCCCC2)s1	100	89	98	-6	-7	88	-7	1.1	9
O=c1cc(-c2ccc(F)cc2)oc2ccccc12	91	89	70	5	.	83	.	.	.
Cc1cc(NC(=O)CCN2CCC(C(N)=O)CC2)ccc1Br	101	102	87	-3	4	109	14	0.9	0
COc1ccc(N2CCN(S(=O)(=O)c3cccc4nsnc34)CC2)cc1	99	94	100	5	-4	106	34	0.7	-5
CCCn1c(C(=O)OC)cc2c1ccn2-c1ccc(F)cc1	88	88	120	-8	.	101	5	0.9	.
O=C(OC(C(=O)NCc1cccs1)c1ccccc1Cl)c1ccco1 (stereo not drawn)	95	95	92	-6	4	141	88*	0.1	-3
COC(=O)c1cc(-c2ccccc2)on1	93	104	92	-7	-1	101	5	1	-3
CCCCOC(=O)CN1C(=O)c2ccc(C(=O)OCCCC)cc2C1=O	99	97	118	3	8	105	88*	0.1	3
COc1ccc(NS(=O)(=O)c2ccc(NC(=S)NC(=O)CC(C)C)cc2)cc1	.	.	.	.	7	.	25	0.7	-1
Brc1cnc(N2CCCC2)nc1N1CCOCC1	92	89	94	-5	-4	97	33	0.7	1
CCc1ccc(NC(=O)Cn2nc(C(F)(F)F)c3c2CCC3)cc1	96	81	106	-7	.	93	.	.	.
COc1cccc(N2CCN(C3CC(=O)N(c4ccc(C)c(Cl)c4)C3=O)CC2)c1 (stereo not drawn)	98	93	92	-16	-14	115	-13	1.1	-7
Cc1ccc(C2CC(=O)Nc3sc(C(N)=O)c(N)c32)cc1 (stereo not drawn)	103	102	89	-27	1	114	12	0.9	-1
O=C1N(c2ccc(Cl)c(Cl)c2)CN(Cc2ccccc2)CN1n1cnnc1	109	97	90	-4	-1	90	-8	1.1	-2
Cc1ccccc1C(=O)OCn1nnc2ccccc2c1=O	105	95	104	-4	2	114	3	1	-1
NC(N)=Nc1nc(CSCC/C(N)=N/S(N)(=O)=O)cs1	97	95	104	-5	.	108	.	.	.
Cc1ccc(Cn2nnnc2CN2CCC(NC(=O)c3ccccc3F)CC2)cc1	103	101	102	0	6	107	2	1	-3
CCN(CC)CCNc1nc2ccccc2n1C	98	78	94	-10	-6	105	-16	1.2	5
Cc1cc(Nc2cc(F)ccc2C)n2nc(C)nc2n1	99	79	95	-7	.	122	.	.	.
CCn1c(C(=O)N2CCC(C(=O)NCc3ccc4c(c3)OCO4)CC2)cc2sccc21	87	79	106	7	10	88	-1	1	2
COc1ccc(/C=N/NC(=O)CN2CCS(=O)(=O)CC2)cc1	.	.	.	.	-2	.	20	0.8	1
Nn1cnc2sc3c(c2c1=O)CCC3	101	97	94	3[fluorescence artefact?]	1	94	-25	1.3	-4
O=C(C1Cc2ccccc2CN1S(=O)(=O)c1ccc(F)cc1)N1CCOCC1 (stereo not drawn)	88	103	90	-3	2	111	8	0.9	5
Cc1cc(C)c2cc(C#N)c(NCCCNC(=O)CCC(=O)O)nc2c1	93	93	91	11	-8	133	-7	1.1	-1
COc1ccc2[nH]c(=O)c(CN(CC3CCCO3)C(=O)Nc3ccccc3OC)cc2c1 (stereo not drawn)	87	20*	64	14	2	96	25	0.8	4
CCN1c2ccccc2NC2C1C(C(C)=O)C(=O)N2c1ccc(Cl)cc1 (stereo not drawn)	79	18*	54	-7[fluorescence artefact?]	8	113[fluorescence artefact?]	92*	0.1	8
CC(C)N1C(=S)SC(C)(C)C1NO (stereo not drawn)	110	.	82	0	4	113	14	0.9	-3
COc1ccccc1N1CCN(C2CCCC(C)C2)CC1 (stereo not drawn)	102	97	91	-2	-10	99	1	1	0
CCc1cc2c(CN3CCN(CCO)CC3)cc(=O)oc2cc1O	100	88	96	6	9	101	6	0.9	2
Cc1ccc(SC/C(O)=C(\C#N)c2nc3ccccc3n2C)cc1	110	87	89	11	-2	140	30	0.7	-1
Cc1cc(N)ccc1-n1c(C)ccc1C	93	57	91	2[fluorescence artefact?]	23	99[fluorescence artefact?]	53*	0.5	21
COc1cccc(NC2=CC(=O)CC(C)(C)C2)c1	105	94	100	-4	-16	89	-11	1.1	-3
Cc1c(C)n(C(=O)CN2CCC(C)CC2)c2ccccc12	100	84	94	-3	4	102	57*	0.4	-2
CCCOC(=O)C1[C@H]2C(=O)N(Cc3ccco3)C[C@]23C=C[C@H]1O3 (stereo partly drawn)	100	83	110	2	-21	134	-13	1.1	1
COc1cccc(NC(=O)CN2CCC(C)CC2)c1	96	87	91	16	-37	107	90*	0.1	-2
CN(C)c1ccc(C(=O)Nc2nnc(-c3ccc(Cl)cc3)o2)cc1	64	57	33	64*[fluorescence artefact?]	-4	178[fluorescence artefact?]	-16	1.2	43
Cc1c(Br)c([N+](=O)[O-])nn1CC(=O)NCc1cccs1	.	.	.	.	14	.	23	0.8	9
Cc1cc(CCN2CCC(=O)NC2=O)ccc1OC(C)C	98	102	97	-6	0	98[fluorescence artefact?]	51*	0.5	-1
Cc1cccc(-c2nnc(SCC#N)n2Cc2ccccc2)c1	97	53	112	1	-5	91	77*	0.2	-2
COc1cc(OC)cc(C(=O)Nc2ccc(-c3nc4ccccc4o3)c(O)c2)c1	.	.	.	.	-7	.	22	0.8	8
COc1cc(NC(=O)C2CCCN2S(=O)(=O)c2cccc3cccnc23)cc(OC)c1OC (stereo not drawn)	.	.	.	.	-6	.	-1	1	-2
Fc1ccc(CSc2nc3ccccc3[nH]2)c2ccccc12	106	61	71	1	77*	84	99*	0	-8
O=C(Cn1cnc2ccccc2c1=O)c1c[nH]c2ccccc12	93	89	92	-6	-9	112	53*	0.5	-6
COc1ccc(OC)c(-n2c(N)c(C(=O)NCC3CCCO3)c3nc4ccccc4nc32)c1 (stereo not drawn)	96	49	74	9	-9	102	22	0.8	-1
Cc1ccc(Cn2c(=O)n(CCC(=O)NCc3ccc4c(c3)OCO4)c(=O)c3ccccc32)cc1	102	99	95	16[fluorescence artefact?]	2	128[fluorescence artefact?]	24	0.8	5
C1CCC(n2nnnc2CN2CCCC2)CC1	93	92	89	-13	-23	142	13	0.9	-1
Cc1oc(/N=C/c2ccc(Cl)cc2Cl)c(C#N)c1C	94	99	96	5[fluorescence artefact?]	-3	84[fluorescence artefact?]	71*	0.3	0
COC(=O)CSC1=C(C#N)C(c2cccc(F)c2)CC(=O)N1 (stereo not drawn)	93	28*	90	-4[fluorescence artefact?]	-2	85	28	0.7	1

# (list continues)
Compound	Fibroblast inh	H69AR inhibit	HUVEC prolif 384	ERa coact inh	CD11b adhes inh	ERa SRC1 pot	CYP2C19 inh	CYP2C19 activ	Mac1 fbg enh
CCN(CC)S(=O)(=O)c1ccc(N(C)Cc2cccnc2)nc1	101	86	97	-3	-44	103	81*	0.2	4
Cc1noc(/C=C/N(C)C)c1S(=O)(=O)N1CCCC(C(=O)NC2CCCCC2C)C1 (stereo not drawn)	86	92	84	3	13	111	15	0.9	-1
CCOC(=O)N1CCN(c2c(NC3CCN(Cc4ccccc4)CC3)c(=O)c2=O)CC1	95	95	100	1	-2	114	-2	1	-1
COC(=O)c1c(O)ccc(Oc2ccccc2)c1C(=O)OC	95	101	92	1	.	91	40	0.6	.
Cc1sc2ncnc(OCC(=O)NCC3CCCO3)c2c1C (stereo not drawn)	99	81	97	-11	-8	116	7	0.9	1
Cc1ccccc1NC(=O)C(NS(=O)(=O)c1ccc2c(c1)c(=O)n(C)c(=O)n2C)c1ccccc1 (stereo not drawn)	.	.	.	.	1	.	10	0.9	1
COc1ccc(NC(=O)C2CCCO2)cc1Cl (stereo not drawn)	99	99	106	-5	0	93	35	0.7	5
CCOC(=O)c1[nH]c2ccc(OCC)cc2c1NC(=O)CN1CCN(c2ccccc2)CC1	99	80	92	12	1	88[fluorescence artefact?]	11	0.9	-2
CCCCn1ccnc1C(=O)c1cccc(S(=O)(=O)N2c3ccccc3CC2C)c1 (stereo not drawn)	86	71	110	-5	7	89[fluorescence artefact?]	83*	0.2	1
CCOc1ccccc1NC1c2ccccc2C(=O)N1Cc1ccco1 (stereo not drawn)	93	89	103	-7	-5	81[fluorescence artefact?]	63*	0.4	-1

# An excerpt from above in order of the CYP2C19 activ value, smallest number first:
SMILES	ERa coact inh	CD11b adhes inh	ERa SRC1 pot	CYP2C19 inh	CYP2C19 activ	Mac1 fbg enh
CCCCn1ccnc1C(=O)c1cccc(S(=O)(=O)N2c3ccccc3CC2C)c1 (stereo not drawn)	-5	7	89[fluorescence artefact?]	83*	0.2	1
CCOc1ccccc1NC1c2ccccc2C(=O)N1Cc1ccco1 (stereo not drawn)	-7	-5	81[fluorescence artefact?]	63*	0.4	-1
Cc1noc(/C=C/N(C)C)c1S(=O)(=O)N1CCCC(C(=O)NC2CCCCC2C)C1 (stereo not drawn)	3	13	111	15	0.9	-1

# (continued)
Compound	Fibroblast inh	H69AR inhibit	HUVEC prolif 384	ERa coact inh	CD11b adhes inh	ERa SRC1 pot	CYP2C19 inh	CYP2C19 activ	Mac1 fbg enh
CCOC(=O)c1sc(C)c2c1NC(c1ccc(N(C)C)cc1)NC2=O (stereo not drawn)	67	68	92	11[fluorescence artefact?]	-1	216*[fluorescence artefact?]	-15	1.1	-4
CC(=O)N1CCN(c2cc(N3CCc4ccccc4C3)c(F)cc2[N+](=O)[O-])CC1	.	.	.	.	-13	.	37	0.6	8
O=c1cc(N2CCOCC2)[nH]c(=O)n1C1CCCCC1	93	76	86	-6	-2	109	-4	1	-2
CC1=NN(C(=O)c2cccc(Cn3nc(C)c([N+](=O)[O-])c3C)c2)C(O)(C(F)(F)F)C1 (stereo not drawn)	.	.	.	.	19	.	47	0.5	-3
CCOC(=O)c1c(C)sc2c1N(C(C)=O)c1cc(Cl)ccc1S2	85	82	108	-4	42	85	60*	0.4	-3
O=C(CC1CCCC1)Nc1nc2ccccc2[nH]1	89	93	99	-3	1	107	13	0.9	-1
Cc1ccc(C(=O)CSc2nc3cccnc3n2C)cc1	101	92	97	10	-30	97	32	0.7	2
COc1ccc(OCC(=O)NCCCN2CCOCC2)cc1	99	91	97	-8	.	99	.	.	.
O=C(NCCc1c[nH]c2ccccc12)C(F)(F)C(F)F	103	93	89	1[fluorescence artefact?]	-5	116	72*	0.3	-4
CCSc1ccc2nnc(-c3cccc(F)c3)n2n1	102	65	86	-18	-8	69	20	0.8	1
Cc1ccc2nc(NCCCN3CCOCC3)c(C=NCCCN3CCOCC3)c(=O)n2c1	95	98	96	-11	-10	99[fluorescence artefact?]	39	0.6	-1

# Source: PubChem
